From PubChem
CXCR6 block = CXCR6 (human) receptor inhibition. O00574. CHO-K1 PathHunter CXCR6 beta-arrestin, luminescence. inhibition, % at 20 µM. 0.36% of 360,000 active. AID 602244; in the data active = inhibition above about 34%, passing the limit was not always enough;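 also: antagonist mode with CXCL16 agonist at 10 nM final; 0% = 10 nM CXCL16 with DMSO and 100% = unstimulated wells without agonist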
Target sequence (O00574 whole entry, looked up): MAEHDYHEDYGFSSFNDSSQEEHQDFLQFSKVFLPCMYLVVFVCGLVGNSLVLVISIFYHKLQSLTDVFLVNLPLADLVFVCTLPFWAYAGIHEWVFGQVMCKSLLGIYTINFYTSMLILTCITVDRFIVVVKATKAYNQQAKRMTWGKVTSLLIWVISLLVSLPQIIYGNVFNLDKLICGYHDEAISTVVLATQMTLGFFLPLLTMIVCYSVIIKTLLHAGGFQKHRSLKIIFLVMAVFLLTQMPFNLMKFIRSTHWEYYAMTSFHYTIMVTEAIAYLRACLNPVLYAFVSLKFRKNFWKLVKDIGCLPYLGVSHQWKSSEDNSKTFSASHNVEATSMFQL
tim10-1 inh = inhibits growth of tim10-1 mutant yeast. S. cerevisiae tim10-1 ts strain growth, BacTiter-Glo, 24 h. inhibition, % at 20 µM. 2.2% of 330,000 active. AID 463190;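 active = inhibition of at least 40%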;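 also: mutant grown at 25 °C; 0% = DMSO wells with yeast and 100% = wells holding no yeast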
APJ ag = agonists of human APJ apelin receptor; P35414; CHO-K1 APJ PathHunter beta-arrestin, luminescence; 0% DMSO wells, 100% apelin; activation, % at 20 µM; 0.11% of 330,000 active; AID 2520;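 active = activation more than six SD over the plate average, tested at 20 µM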;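 also: 0% = DMSO alone and 100% = apelin-13 at 10 nM; some results filed as inactive read as strong as hits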
Target sequence (P35414 whole entry, looked up): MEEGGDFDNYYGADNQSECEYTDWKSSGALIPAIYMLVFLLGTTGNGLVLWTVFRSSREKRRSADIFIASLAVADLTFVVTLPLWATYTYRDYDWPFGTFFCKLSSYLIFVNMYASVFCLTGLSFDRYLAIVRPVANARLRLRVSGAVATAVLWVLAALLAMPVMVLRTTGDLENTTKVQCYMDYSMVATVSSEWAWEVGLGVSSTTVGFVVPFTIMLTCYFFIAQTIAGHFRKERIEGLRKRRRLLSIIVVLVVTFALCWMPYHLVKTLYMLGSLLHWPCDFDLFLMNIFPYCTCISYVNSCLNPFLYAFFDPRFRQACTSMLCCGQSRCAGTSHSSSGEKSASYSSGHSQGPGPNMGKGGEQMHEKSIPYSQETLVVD
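Assay system: CHO-K1 cells stably expressing ProLink-tagged human APJ and arrestin–beta-gal acceptor. Compound dosing: 20 µM single point, 1% DMSO. Times: 16-18 h seeding, 90 min dark compound exposure, 60 min detection. Detection: beta-gal luminescence. Evaluation: APJ–arrestin association signal. Controls: negative DMSO alone, positive Apelin-13 at 10 nM.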
CHOP UPR activ = apoptotic UPR (CHOP) activation; CHO-CHOP luciferase reporter, luminescence; percent of tunicamycin response over DMSO baseline; activation, % at 10 µM; 0.34% of 330,000 active; AID 449763;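 active = at 10 µM dose, activation of 40% or more, normalized to positive control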;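 also: 100% = tunicamycin at 10 µg/mL and 0% = DMSO alone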
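System: CHO CHOP reporter cells. Amount: 500 cells per well. Buffer or medium: F12 medium, 10% FBS. Compound dosing: one dose, 10 µM in 0.5% DMSO. Incubation: 6 h compound exposure at 37 °C after overnight seeding. Technique: Steady-Glo luciferase luminescence. Benchmarks: tunicamycin and DMSO controls.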
TIM10 inh = inhibits growth of TIM10 yeast strain. S. cerevisiae TIM10 strain growth, BacTiter-Glo luminescence, 24 h. inhibition, % at 10 µM. 1.4% of 330,000 active;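 active = inhibition of 40% or more at the single tested concentration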;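 also: wild-type TIM10 isogenic control strain grown at permissive 25 °C; 0% = DMSO yeast wells and 100% = minimal medium wells without yeast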
tim23-1 inh = growth inhibitors of tim23-1 mutant yeast. S. cerevisiae tim23-1 growth, BacTiter-Glo luminescence, 24 h. inhibition, % at 20 µM. 1.3% of 330,000 active;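 active = growth inhibition of the mutant yeast at or above 50%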;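 also: temperature-sensitive mutant grown at 25 °C; plate controls were DMSO-treated mutant yeast for no effect and medium wells lacking yeast for full effect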
Mdm2 MdmX PPI = inhibitors of human Mdm2/MdmX interaction; O15151+Q00987; inhibition, % at 8 µM; SaOS-2 split-luciferase Mdm2/MdmX complementation, luminescence; 3% of 330,000 active;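 active = inhibition of at least 50% at 8 µM in the primary screen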
UPR XBP1 act = activators of adaptive arm of unfolded protein response (XBP1) | CHO-XBP1 luciferase reporter, IRE1-XBP1 UPR activation, luminescence; percent of tunicamycin response, DMSO as zero | activation, % at 20 µM | 0.33% of 330,000 active | AID 463104;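 active = versus positive control, 20 µM dose yields 30% or more activation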;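 also: 100% = tunicamycin at 10 µg/mL and 0% = DMSO only wells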
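Material: IRE1-XBP1 luciferase reporter CHO line / Quantity: one thousand reporter cells per well / Buffer or medium: F12 with 10% serum / Compound: 20 µM single concentration, DMSO 1% / Times: 6 h treatment, 37 °C / Detection: Steady-Glo luciferase glow luminescence, 10 min after reagent addition / Benchmarks: tunicamycin high, DMSO low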
APJ antag = blocks the human apelin receptor APJ | P35414 | CHO-K1 APJ beta-arrestin complementation, luminescence | inhibition, % at 20 µM | 0.32% of 330,000 active | AID 2521;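 active = inhibition above about 40% at 20 µM, limit read from the data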;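 also: cells challenged with 10 nM apelin-13 agonist together with compound; plate controls were apelin-13 plus DMSO wells for no effect and DMSO wells lacking apelin-13 for full effect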
* hit, by the source's call; nt = not tested or not shown. These rows are one share of the data (hit frequency here may not be typical).

structure	CXCR6 block	tim10-1 inh	APJ ag	CHOP UPR activ	TIM10 inh	tim23-1 inh	Mdm2 MdmX PPI	UPR XBP1 act	APJ antag
CCCCOc1ccccc1C1NC(=O)NC(C)=C1C(=O)OCCOC (configuration not stated)	-1	7	2	0.4	0	8	16	-6	8
CCOC(=O)CNC(=O)C(NC(=O)C1CCC(C)CC1)C(C)CC (configuration not stated)	2	16	1	-1.5	-6	7	2	0	0
O=C(CSc1nc2cc3ccccc3cc2[nH]1)Nc1ccc(F)cc1	-9	7	2	2.2	1	4	0	4	-7
COc1ccc(NC(=O)c2cc(-c3ccccc3)oc2C)cc1	-2	12	2	0.0	15	19	8	-3	-7
O=S(=O)(c1ccccc1Cl)N1CCCC1c1nc(-c2ccc(Cl)cc2)no1 (configuration not stated)	-6	-11	0	-1.6	-44	-14	-3	0	-8
COc1ccc(-c2nc(C)c(C(C)=O)n2O)cc1	4	12	-8	3.2	3	-4	19	0	-1
COc1ccc(-n2cc(C(=O)c3cc(Cl)ccc3O)cc(C#N)c2=O)cc1	0	33	2	0.1	25	20	19	-5	-51
COc1ccc(N(CC(=O)N2CCCCCC2)S(=O)(=O)c2ccc(OC)c(OC)c2)cc1	10	7	-2	1.2	22	15	-16	-3	6
COCCNC(=O)Cn1ccc2cc(S(=O)(=O)N3CCCCCC3)ccc21	-1	29	6	1.0	16	14	20	-5	16
CCOc1ccc2nc(N3CCC(C(=O)NC4CCCCC4)CC3)sc2c1	4	38	-2	0.6	11	21	4	-3	-25

Grouped by structure: the compounds so far with sulfur.
structure	CXCR6 block	tim10-1 inh	APJ ag	CHOP UPR activ	TIM10 inh	tim23-1 inh	Mdm2 MdmX PPI	UPR XBP1 act	APJ antag
O=C(CSc1nc2cc3ccccc3cc2[nH]1)Nc1ccc(F)cc1	-9	7	2	2.2	1	4	0	4	-7
O=S(=O)(c1ccccc1Cl)N1CCCC1c1nc(-c2ccc(Cl)cc2)no1 (configuration not stated)	-6	-11	0	-1.6	-44	-14	-3	0	-8
COc1ccc(N(CC(=O)N2CCCCCC2)S(=O)(=O)c2ccc(OC)c(OC)c2)cc1	10	7	-2	1.2	22	15	-16	-3	6
COCCNC(=O)Cn1ccc2cc(S(=O)(=O)N3CCCCCC3)ccc21	-1	29	6	1.0	16	14	20	-5	16
CCOc1ccc2nc(N3CCC(C(=O)NC4CCCCC4)CC3)sc2c1	4	38	-2	0.6	11	21	4	-3	-25

New compounds follow.
structure	CXCR6 block	tim10-1 inh	APJ ag	CHOP UPR activ	TIM10 inh	tim23-1 inh	Mdm2 MdmX PPI	UPR XBP1 act	APJ antag
O=c1[nH]c(C2CCN(S(=O)(=O)c3ccccc3)CC2)nc2c1nnn2Cc1ccccc1	-5	10	0	0.3	14	10	30	1	0
C=CCn1c(=O)c2c(nc3n2CC(C)CN3c2cccc(OC)c2)n(C)c1=O (configuration not stated)	49*	-4	-8	-0.8	0	7	13	-1	48*
COc1cccc(CNC23CC4CC(CC(C4)C2)C3)c1OCc1ccccc1	-16	17	-4	-0.4	7	9	52*	-1	8
O=C(NCCS(=O)(=O)c1ccc(Br)cc1)c1ccc(Cl)cc1Cl	6	3	0	-0.3	0	19	15	-1	28
CC(NC(=O)COc1ccc(/C=N/NC(=O)C(=O)Nc2ccccc2Br)cc1)c1ccccc1 (configuration not stated)	-9	25	-2	-1.1	1	7	5	6	-36
COc1ccc(CNC(=O)CC2C[C@H](C(=O)N3CCOCC3)[C@@]3(C)c4[nH]c5ccccc5c4CCN3C2=O)cc1OC (some centres not stated)	4	3	2	1.6	19	15	-1	-1	9
CCC(=O)Nc1nonc1-c1nc2ccccc2n1Cc1ccccc1	0	14	4	-1.7	7	12	38	-1	17
Cc1ccc2nc(C)cc(C(=O)OCC(=O)c3ccc(Cl)c([N+](=O)[O-])c3)c2c1	59*	19	-22	4.2	9	27	-3	-1	86*
C=CCSc1nnc(-c2cccnc2)o1	2	-25	-2	5.3	16	-8	17	2	-29
CN1C(=O)c2ccccc2C(C(=O)NCCCN2CCCC2=O)C1c1c[nH]c2ccccc12 (configuration not stated)	nt	23	3	-13	-3	12	-9	-1	-7
O=C(Cc1cccs1)N/N=C/C(Br)=C/c1ccccc1	4	4	-1	3.2	-9	17	-101	3	-29
CCNS(=O)(=O)c1ccc(CCC(=O)Nc2ccccc2)cc1	2	0	0	-0.5	6	-6	-16	-2	-1
CC(=O)N1CCN(C(=O)CNC(=O)c2cccs2)CC1	4	-14	-3	-1.5	0	-12	15	-1	6
CC(=O)NC(c1cccs1)c1cc(Cl)c2ccccc2c1O (configuration not stated)	-16	21	-1	-0.8	18	33	6	-2	-14
COC(=O)CSc1nc2ccc(C)cc2[nH]1	0	9	-4	-0.7	-9	-1	-11	7	-6
CCCCCn1c(=O)[nH]c2cc(C(=O)NC3CCN(Cc4ccccc4)CC3)ccc2c1=O	2	1	-5	-0.5	13	13	92*	-2	-2
COc1ccc(N2CCN(CCCNC(=O)c3ccc(CS(=O)(=O)c4ccc(OC)cc4)o3)CC2)cc1	-16	-3	4	1.3	-5	-8	12	-9	8
CCCCc1c(C)nc2c(OC)cccc2c1SCC(=O)O	16	0	-6	1.0	-9	0	-8	-3	-6
OC(c1nc2ccccc2[nH]1)C(O)c1nc2ccccc2[nH]1 (configuration not stated)	8	-49	-4	4.0	-5	-10	-1	-1	-4
CC(C)Oc1ccc(C(=O)Nc2ccc(N3CCN(C(=O)c4ccco4)CC3)cc2)cc1	-7	-18	1	6.4	-3	-5	20	2	28
Cc1ccc(C(=O)OCC(=O)Nc2c(C)n(C)n(-c3ccccc3)c2=O)cc1[N+](=O)[O-]	-5	-11	-2	-1.4	2	6	-20	0	6
Cc1nnc(SCC(=O)Nn2cnnc2)s1	3	-1	-3	-3.4	-8	0	10	-4	-34
COc1ccc(NC(=O)CCc2nnc3ccc(N4CCN(c5cccc(OC)c5)CC4)nn23)cc1	1	18	8	1.1	-1	15	24	-5	-3
CCCSc1nnc(C(C)C)n1N	1	3	-2	-1.9	-8	3	-2	-1	-4
CN(CC(=O)Nc1ccc(F)cc1)C(=O)COc1ccc([N+](=O)[O-])cc1Cl	8	-32	-3	-0.8	-9	-3	7	-3	25
CCN(CC(=O)Nc1ccc(NC(C)=O)cc1)C(=O)c1ccc2c(c1)S(=O)(=O)N=C1CCCCCN12	1	-5	1	-0.7	4	3	-7	-3	17
Cn1c(Cn2c(=O)sc3ccccc32)nnc1SCC(=O)N1CCOCC1	3	-19	-2	9.6	-3	0	4	1	-15
COC(=O)[C@]1(C)N[C@H](CN(C)S(=O)(=O)c2ccc(-c3ccccc3)cc2)[C@@H]2C(=O)N(C)C(=O)[C@@H]21	0	-13	-3	0.5	8	3	12	-3	2
NCCNC[C@@H]1COC2(CCCCCCCCCCC2)O1	3	-11	-5	-2.3	4	-17	25	4	1
Cc1sc2c(c1C)c(=O)n(-c1ccccc1)c(=O)n2CC(=O)NCC1CCCO1 (configuration not stated)	5	1	1	1.4	8	0	24	-1	11
C/C(=N\NC(=S)Nc1cccc(C)c1)c1ccccc1	33	51*	-6	4.9	60*	51*	-1	0	44*
Cc1oc(-c2ccccc2F)nc1CS(=O)(=O)CC(=O)NCCCN1CCN(C)CC1	2	-6	-1	0.2	3	3	-19	-3	-39
CN(C)c1ccc(N2C(=NC(=O)CCc3ccccc3)SC3CS(=O)(=O)CC32)cc1 (configuration not stated)	-10	-3	-2	3.7	13	2	-15	1	-18
COc1ccc(O)c(C(=O)c2cc(C#N)c(=O)n(CC3CCCO3)c2)c1 (configuration not stated)	-9	-2	-2	0.3	6	2	4	-6	-15
CCN(CC)c1ccc(C(=O)N/N=C(\C)c2ccc(OC)c(OC)c2)cc1	9	10	2	0.3	1	23	-1	0	2
N#CCCN1CCN(S(=O)(=O)c2ccc(S(=O)(=O)N3CCCC3)cc2)CC1	-2	9	-4	-0.4	6	21	10	-1	13
Cc1noc(C)c1NC(=O)Nc1ccc2c(c1)C(=O)N([C@H](C)CO)C[C@H](C)[C@@H](CN(C)C(=O)NC1CCCCC1)O2	-3	4	0	1.0	-2	-1	-32	-2	0
CCN(CC)c1ccc(/C=N/NC(=O)C(O)(c2ccccc2)c2ccccc2)o1	nt	25	-2	-1.3	13	-1	15	-2	10
O=C(c1ccc(N2CCN(C3CC(=O)N(c4ccc(F)cc4)C3=O)CC2)cc1)c1cccnc1 (configuration not stated)	nt	26	-5	-0.8	5	30	34	-2	16
N=c1c(C(=O)NCC2CCCO2)cc2c(=O)n3ccccc3nc2n1Cc1ccc(F)cc1 (configuration not stated)	5	19	-5	-2.4	11	16	-11	-4	16
CC1CCCN(CCCNC(=O)c2ccc(NC(=O)C3=CSCCO3)cc2)C1 (configuration not stated)	2	20	2	2.0	-10	9	-10	5	17
CCC(=O)N(Cc1cc2c(C)ccc(C)c2[nH]c1=O)C1CCCCC1	-11	26	4	-2.5	10	27	-9	-3	10
Cc1cc(COc2ccccc2O)on1	5	-4	-2	-1.4	-1	-3	-2	3	5
O=C(NCc1ccncc1)c1cc(S(=O)(=O)N2CCOCC2)c(Cl)cc1Cl	1	11	10	-0.9	-1	17	30	0	-6
COC(=O)c1nn(-c2ccc(OC)cc2)c(=O)cc1NN	5	-45	1	1.4	-43	-29	4	-2	-31
CCC1=Nc2cc(C(=O)NCCN3CCOCC3)ccc2Sc2ccc(Br)cc21	4	10	-1	-0.7	6	6	0	0	8

Structural class: the entries above with bromine
structure	CXCR6 block	tim10-1 inh	APJ ag	CHOP UPR activ	TIM10 inh	tim23-1 inh	Mdm2 MdmX PPI	UPR XBP1 act	APJ antag
O=C(NCCS(=O)(=O)c1ccc(Br)cc1)c1ccc(Cl)cc1Cl	6	3	0	-0.3	0	19	15	-1	28
CC(NC(=O)COc1ccc(/C=N/NC(=O)C(=O)Nc2ccccc2Br)cc1)c1ccccc1 (configuration not stated)	-9	25	-2	-1.1	1	7	5	6	-36
O=C(Cc1cccs1)N/N=C/C(Br)=C/c1ccccc1	4	4	-1	3.2	-9	17	-101	3	-29
CCC1=Nc2cc(C(=O)NCCN3CCOCC3)ccc2Sc2ccc(Br)cc21	4	10	-1	-0.7	6	6	0	0	8
